# Assay outcomes deposited in PubChem by several laboratories.
# VHR inh abs = VHR1 phosphatase inhibitors, primary screen, biochemical, absorbance, uHTS; recombinant VHR phosphatase, pNPP absorbance; Dual specificity protein phosphatase 3 (Homo sapiens), P51452; 0.52% of 290,000 active; inhibition, % at 13.3 µM; in the data active = inhibition above about 50%; note: some compounds called inactive have numbers as strong as hits
# MazF activator = activators of E. coli MazEF toxin-antitoxin RNase, primary screen, biochemical, fluorescence, uHTS; Endoribonuclease toxin MazF (Escherichia coli (strain K12)), P0AE70; FAM/BHQ RNA-DNA oligo cleavage fluorescence, 5 h; activation, % at 20 µM; 0.32% of 350,000 active; in the data active = activation above about 50%
# PfHsp40 yeast = rescue of yeast from PfHsp40 toxicity, primary screen, S. cerevisiae, ATP luminescence; 0.68% of 340,000 active; S. cerevisiae expressing PfHsp40, growth rescue; AID 504582, 2011; growth rescue, % at 12.5 µM; in the data active = growth rescue above about 28%, passing the limit was not always enough;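 note: yeast W303a lacking pdr1 and pdr3 grown in galactose medium; growth measured after three days at 30 °C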
# BH1578 lux ind = inducers of Vibrio cholerae quorum light production without autoinducers, primary screen, BH1578 luxS cqsA deficient, single point | AID 588436, 2011 | V. cholerae BH1578 lux reporter, luminescence, 6 h | 0.16% of 350,000 active | activation, % at 18.7 µM; in the data active = activation mostly above about 9.7%, no sharp cut-off; note: not every result past the cut was called active; inactives centre near 0; reference of the scale not given here
# Yp Topo-I inh = Yersinia pestis topoisomerase I inhibitors, primary screen, biochemical, cleavage product accumulation, plate reader, single point. 0.064% of 360,000 active. DNA topoisomerase I (Yersinia pestis CO92). activity, % at 10 µM. Y. pestis Topo-I cleavage product accumulation; in the data active = activity above about 50%, passing the limit was not always enough; note: inactives centre near 2
# 3CLpro inhibitor = SARS-CoV 3CLpro protease inhibitors, primary screen, biochemical, quenched FRET | Replicase polyprotein 1ab (Severe acute respiratory syndrome coronavirus), P0C6X7 | recombinant SARS-CoV 3CLpro, quenched FRET peptide cleavage | inhibition, % at 6 µM | 0.14% of 290,000 active | AID 1706, 2009; in the data active = inhibition above about 12%
# Anthrax LF prot = Bacillus anthracis LF protease inhibitors, primary screen, biochemical, multiplex microsphere, MLPCN library; inhibition, % at 10 µM; 0.12% of 360,000 active; multiplex microsphere protease cleavage assay; AID 588501, 2011; in the data active = inhibition above about 30%; note: plate controls were buffer without enzyme for full effect and enzyme alone for no effect
# TcdB GH inh = TcdB glycohydrolase inhibitors, primary screen, biochemical, single point, plate reader; TcdB glycohydrolase enzymatic assay; inhibition, % at 9.99 µM; AID 652162, 2013; 0.24% of 350,000 active; Toxin B (Clostridioides difficile), P18177; in the data active = inhibition above about 10%
# Target sequence (P18177 whole entry, looked up): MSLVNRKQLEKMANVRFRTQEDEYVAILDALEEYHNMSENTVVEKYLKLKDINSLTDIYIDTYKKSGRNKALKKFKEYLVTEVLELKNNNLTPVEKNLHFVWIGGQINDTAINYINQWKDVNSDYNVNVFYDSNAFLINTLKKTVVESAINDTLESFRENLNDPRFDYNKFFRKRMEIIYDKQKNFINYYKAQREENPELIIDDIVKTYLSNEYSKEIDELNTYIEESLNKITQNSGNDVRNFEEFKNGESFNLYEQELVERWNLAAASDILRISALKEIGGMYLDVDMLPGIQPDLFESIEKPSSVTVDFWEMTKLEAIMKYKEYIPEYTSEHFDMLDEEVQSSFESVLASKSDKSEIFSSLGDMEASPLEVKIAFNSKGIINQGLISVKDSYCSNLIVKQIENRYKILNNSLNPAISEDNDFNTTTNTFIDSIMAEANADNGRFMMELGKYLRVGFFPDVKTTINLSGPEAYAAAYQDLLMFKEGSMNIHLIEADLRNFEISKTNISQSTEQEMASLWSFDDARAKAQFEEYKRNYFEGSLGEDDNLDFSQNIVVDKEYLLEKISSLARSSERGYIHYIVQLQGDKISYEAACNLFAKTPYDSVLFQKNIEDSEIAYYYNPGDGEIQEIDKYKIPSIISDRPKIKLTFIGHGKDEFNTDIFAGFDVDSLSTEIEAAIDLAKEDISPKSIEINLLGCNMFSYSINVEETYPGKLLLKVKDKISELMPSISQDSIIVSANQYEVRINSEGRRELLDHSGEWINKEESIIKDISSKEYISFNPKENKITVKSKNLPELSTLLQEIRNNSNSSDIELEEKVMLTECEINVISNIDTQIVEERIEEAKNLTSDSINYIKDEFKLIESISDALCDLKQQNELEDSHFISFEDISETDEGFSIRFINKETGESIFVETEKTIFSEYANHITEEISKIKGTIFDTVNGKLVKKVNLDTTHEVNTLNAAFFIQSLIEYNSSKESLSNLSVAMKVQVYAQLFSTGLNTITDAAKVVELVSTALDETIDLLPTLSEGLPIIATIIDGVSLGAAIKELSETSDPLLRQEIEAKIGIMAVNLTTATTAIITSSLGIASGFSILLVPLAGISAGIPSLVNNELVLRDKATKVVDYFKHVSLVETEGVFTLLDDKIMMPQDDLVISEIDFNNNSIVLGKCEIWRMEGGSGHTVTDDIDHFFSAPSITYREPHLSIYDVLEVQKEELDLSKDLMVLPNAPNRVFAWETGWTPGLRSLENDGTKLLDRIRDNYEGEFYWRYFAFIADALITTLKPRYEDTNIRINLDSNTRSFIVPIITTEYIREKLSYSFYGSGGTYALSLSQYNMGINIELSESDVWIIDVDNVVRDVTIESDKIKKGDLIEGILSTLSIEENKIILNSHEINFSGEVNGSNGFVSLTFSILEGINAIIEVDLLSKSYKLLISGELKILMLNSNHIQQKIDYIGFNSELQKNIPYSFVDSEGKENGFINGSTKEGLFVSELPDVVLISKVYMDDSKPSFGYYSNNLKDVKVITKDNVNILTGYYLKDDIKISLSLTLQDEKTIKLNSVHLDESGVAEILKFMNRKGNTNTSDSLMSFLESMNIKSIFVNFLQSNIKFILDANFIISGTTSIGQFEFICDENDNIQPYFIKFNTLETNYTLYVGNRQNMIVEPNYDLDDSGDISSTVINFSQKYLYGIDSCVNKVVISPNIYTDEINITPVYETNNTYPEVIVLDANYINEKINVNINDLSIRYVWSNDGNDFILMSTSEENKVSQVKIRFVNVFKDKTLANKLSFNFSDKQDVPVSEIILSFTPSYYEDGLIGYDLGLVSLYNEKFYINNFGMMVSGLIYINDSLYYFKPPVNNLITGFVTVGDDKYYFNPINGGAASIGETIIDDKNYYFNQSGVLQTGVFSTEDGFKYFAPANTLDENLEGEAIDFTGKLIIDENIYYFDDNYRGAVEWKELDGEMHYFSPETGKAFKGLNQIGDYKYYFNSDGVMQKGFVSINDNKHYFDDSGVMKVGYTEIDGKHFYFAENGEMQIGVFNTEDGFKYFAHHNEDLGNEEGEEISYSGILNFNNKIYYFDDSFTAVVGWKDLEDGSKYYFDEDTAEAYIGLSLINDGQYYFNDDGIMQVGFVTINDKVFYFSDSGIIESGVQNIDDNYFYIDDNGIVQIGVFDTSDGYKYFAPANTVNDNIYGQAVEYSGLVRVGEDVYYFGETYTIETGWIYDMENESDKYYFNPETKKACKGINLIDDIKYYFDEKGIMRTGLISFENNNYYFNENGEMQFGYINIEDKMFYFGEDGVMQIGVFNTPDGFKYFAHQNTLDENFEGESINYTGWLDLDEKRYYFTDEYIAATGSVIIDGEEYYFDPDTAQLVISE
# Rv3671c protease = Rv3671c serine protease inhibitors, primary screen, biochemical, fluorescence polarization, M. tuberculosis H37Rv | inhibition, % at 5.96 µM | 0.048% of 320,000 active; in the data active = inhibition above about 38%;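 note: extracellular domain of Rv3671c used as enzyme; 0% = enzyme with DMSO and 100% = no enzyme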
# SSB-PriA inh = inhibitors of Klebsiella pneumoniae PriA binding to SSB C-terminal tail, primary screen, biochemical, AlphaScreen | PriA–SSB C-terminal tail interaction (Klebsiella pneumoniae) | AlphaScreen SSBct-PriA binding, biotinylated peptide | inhibition, % at 33 µM | 0.6% of 430,000 active | AID 1272365, 2023; in the data active = inhibition mostly above about 37%, no sharp cut-off; inactive = mostly below about 20%;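 note: plate controls were negative control peptide for no effect and reference peptide for full effect; strong numbers were not always called active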
# The depositor's hits bear a star; i = inactive; / = not tested or not shown. The list is partial; count on the stated rates, not on these rows.
# Each structure is followed by: VHR inh abs, MazF activator, PfHsp40 yeast, BH1578 lux ind, Yp Topo-I inh, 3CLpro inhibitor, Anthrax LF prot, TcdB GH inh, Rv3671c protease, SSB-PriA inh
CC(C)(C)C(=O)N1CCN(c2ccc(NC(=O)c3ccc4c(c3)OCCO4)cc2)CC1
→ 25, 3, 1.8, -0.1, 22, 2, 14, -0.7, 9, 9
CCCCOc1ccccc1N1CCN(CCCN2C(=O)C3CCCN3C2=O)CC1 (stereo not given)
→ 4, 3, -0.9, -0.2, 16, 0, 5, 1.6, -1, -23
N#Cc1ccc(CSc2nnc(-c3c[nH]c4ccccc34)n2-c2ccccc2)cc1
→ -8, 1, 3.9, i, 5, 0, -5, 1.7, -9, 2
CC1CCc2c(sc3nc(C(C)(C)C)nc(N4CCN(C(=O)CCl)CC4)c23)C1 (stereo not given)
→ -10, 1, 2.8, -0.4, -1, 6, -7, 0.1, -3, 11
Cn1c(NC(=O)c2cccc(Cn3cc(Cl)cn3)c2)nc2ccccc21
→ 22, -35, 1.2, i, 12, -4, -1, /, -2, 0
CC(C(=O)Nc1ccccc1-c1ccccc1)N1CCCCC1 (stereo not given)
→ 16, 6, 0.4, i, 12, 4, -1, /, -5, -24
Cn1cnnc1SC/C(O)=C(\C#N)c1nc2ccccc2[nH]1
→ 33, -1, -0.6, -3.6, 0, 0, 1, 0.9, 2, -1
COC(=O)C(Cc1csc2ccc(Cl)cc12)NC(=O)c1ccc(Cl)cc1 (stereo not given)
→ -26, -9, -0.7, i, 8, -5, 1, 2.1, -11, -19
Cc1ccc(C(=O)N2NC(c3ccc(F)cc3)C3C(=O)N(c4ccc(C)c(C)c4)C(=O)C32)cc1 (stereo not given)
→ 15, -7, 1.4, -0.2, 2, 0, -10, 0.8, -4, -10
CC[C@H](C)[C@H](NC(N)=O)C(=O)NCCc1ccc(Cl)cc1
→ 11, 0, -1.0, 1.2, 1, 4, 0, 1.0, -5, -3
c1ccc(CNc2nc(CN3CCOCC3)nc3scc(-c4ccccc4)c23)cc1
→ 6, -15, -0.6, -1.5, 4, 3, -2, /, -16, -5
COc1ccc(/C(O)=C2/C(=O)C(=O)N(CCN(C)C)C2c2ccc(F)cc2)cc1Cl (stereo not given)
→ 34, -3, 2.6, -0.3, 6, -1, 2, /, -4, /
COc1ccc(N2C(=S)N=C(Nc3ccccc3)C23CCCCC3)cc1
→ -1, 0, 5.5, -0.1, 8, 3, 2, -3.0, 3, 1
O=C(OCC(=O)N1CCOCC1)c1ccc(F)cc1Cl
→ 11, 6, -0.3, -0.2, -7, -1, 2, -1.0, -2, -5
Cc1ccccc1OCC(=O)NCCc1nc2ccccc2[nH]1
→ -14, 2, -0.6, i, 0, 2, -3, 2.5, 4, -12
O=C(NCSc1ccnc(SCNC(=O)c2ccccc2)n1)c1ccccc1
→ 13, -1, -1.1, -7.1, 14, -6, 0, 1.5, 1, -1
O=C(Nc1ccc(F)cc1)Oc1ccc[nH]c1=O
→ 11, -2, -1.0, -0.7, 6, 2, -6, -1.7, 6, -3
C/C(=N/Nc1ccc(C(=O)O)cc1)c1ccc(O)c(O)c1O
→ 1, 4, -0.4, -0.2, -3, 2, 1, /, -12, /
NNC(=O)c1c(O)c2cccc3c2n(c1=O)CCC3
→ 5, 2, 13, i, 2, -3, -2, 2.1, 9, -1
CCOc1ccc(Oc2nc(Nc3ccc(C)cc3)nc(N(C)C)n2)nn1
→ 11, -1, 1.7, -0.9, 15, 2, -3, /, 13, -7
Cn1cc([N+](=O)[O-])c(C(=O)N/N=C/c2ccc3c(c2)OCO3)n1
→ -7, 5, 0.2, -0.5, -5, 1, 1, -0.1, -6, /
O=C(OCCNc1ccc(C(F)(F)F)cc1[N+](=O)[O-])c1cc2ccccc2oc1=O
→ 13, 251*, -1.5, -0.4, 2, -3, -4, 0.6, -6, 5
CC(=O)OC(c1nc2ccccc2c(=O)n1C1CC2(OC1=O)c1ccccc1N1C(=O)C(C)(C)N(O)C12)C(C)C (stereo not given)
→ 18, -25, 0.0, -0.6, 16, /, -8, -1.7, 1, -4
COc1ccc(OC)c(-c2nn(-c3ccccc3)cc2C(=O)NCC2CCCO2)c1 (stereo not given)
→ 5, 1, 0.0, 0.0, -7, 2, -4, -1.8, -1, -6
Cc1ccc(S(=O)(=O)Nc2ccc(C(=O)NCc3ccccn3)cc2)cc1
→ 21, 6, 0.6, i, -15, -2, 0, -0.6, -1, -10

# Single records (already shown).
# Record of CC(C(=O)Nc1ccccc1-c1ccccc1)N1CCCCC1 (stereo not given) = VHR inh abs: 16; MazF activator: 6; PfHsp40 yeast: 0.4; BH1578 lux ind: i; Yp Topo-I inh: 12; 3CLpro inhibitor: 4; Anthrax LF prot: -1; TcdB GH inh: /; Rv3671c protease: -5; SSB-PriA inh: -24
# Record of C/C(=N/Nc1ccc(C(=O)O)cc1)c1ccc(O)c(O)c1O = VHR inh abs: 1; MazF activator: 4; PfHsp40 yeast: -0.4; BH1578 lux ind: -0.2; Yp Topo-I inh: -3; 3CLpro inhibitor: 2; Anthrax LF prot: 1; TcdB GH inh: /; Rv3671c protease: -12; SSB-PriA inh: /

# Given with bars between the fields: part of the list above
SMILES | VHR inh abs | MazF activator | PfHsp40 yeast | BH1578 lux ind | Yp Topo-I inh | 3CLpro inhibitor | Anthrax LF prot | TcdB GH inh | Rv3671c protease | SSB-PriA inh
CC[C@H](C)[C@H](NC(N)=O)C(=O)NCCc1ccc(Cl)cc1 | 11 | 0 | -1.0 | 1.2 | 1 | 4 | 0 | 1.0 | -5 | -3
c1ccc(CNc2nc(CN3CCOCC3)nc3scc(-c4ccccc4)c23)cc1 | 6 | -15 | -0.6 | -1.5 | 4 | 3 | -2 | / | -16 | -5
